Screening data (PubChem BioAssay)
PAX8 reporter: PAX8 transcriptional activity inhibition | RMG-I TPO-luciferase reporter, SteadyGlo, 24 h | inhibition, % at 12.6 µM | 360,000 tested, 1.2% active;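 active = mean replicate inhibition at least 60% with every replicate also reaching 60%; inconclusive = only one of the two criteria is met; inactive = mean below 60% and not all replicates reaching 60%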;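 note: luciferase light reporting Pax8 driven TPO promoter activity; plate controls were median of neutral control wells for no effect and mitoxantrone controls for full effect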
ARNT-TACC3 inh: disruptors of human ARNT/TACC3 interaction; inhibition, % at 9.99 µM; Q9Y6A5; AlphaScreen His-ARNT PAS-B/GST-TACC3 binding, luminescence; TACC3 fragment carries E629A point mutation; 390,000 tested, 0.66% active;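 active = mean inhibition of replicates at least 50% and at least half of replicates each reaching 50%; inconclusive = half or more replicates reach 50% but mean below 50%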;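 note: 0% = complete ARNT plus TACC3 wells and 100% = ARNT alone without TACC3; many hits fall short of the cut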
CASP6 VEID inh: blocks human caspase-6 cleavage activity; AID 686996; 350,000 tested, 0.53% active; inhibition, % at 12.5 µM; P55212; purified caspase-6, Z-VEID-R110 cleavage fluorescence;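 active = mean inhibition across replicates at least about 35%, with every replicate also reaching that limit, limit read from the data; inconclusive = only one of the two criteria met; inactive = neither criterion met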;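 note: 0% = median of neutral control wells and 100% = no fluorescence left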
Target sequence (P55212 24-179 limits assumed): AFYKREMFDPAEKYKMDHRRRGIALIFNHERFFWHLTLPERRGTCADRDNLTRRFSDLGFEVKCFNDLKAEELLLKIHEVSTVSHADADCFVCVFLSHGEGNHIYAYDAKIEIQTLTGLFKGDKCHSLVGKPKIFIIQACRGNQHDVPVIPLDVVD
Target sequence (P55212 194-293 limits assumed): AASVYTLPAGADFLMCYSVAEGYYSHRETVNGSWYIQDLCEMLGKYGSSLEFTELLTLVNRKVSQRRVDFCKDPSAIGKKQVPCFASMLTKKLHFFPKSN
DENV2 CPE rescue: protects cells from dengue virus 2 cytopathic effect; DENV2-infected cells, cytopathic effect rescue, plate reader; CPE inhibition, % at 9.99 µM; 350,000 tested, 1.7% active; AID 651640; in the data active = CPE inhibition above about 20%, passing the limit was not always enough; inconclusive = no clear call, values can overlap the other calls; tested in BHK-21 cells;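 note: 0% = median of neutral control wells and 100% = median of positive control wells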
EWS-Fli inh: blocks EWS/Fli oncoprotein-driven transcription; AID 651661; inhibition, % at 12.6 µM; A673 NR0B1-luciferase reporter, viability-normalised; 350,000 tested, 0.67% active;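 active = mean inhibition of at least 50% after viability correction, with every replicate also passing that limit; inconclusive = mean reaches 50% but only one of two replicates passes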;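 note: firefly luciferase signal divided by Alamar Blue viability fluorescence both relative to DMSO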
SIRT5 block: blocks human SIRT5 desuccinylation of peptide; AID 652115; inhibition, % at 15 µM; Purified SirT5, succinyl-peptide AMC, trypsin-coupled fluorescence; 330,000 tested, 1.1% active; in the data active = inhibition above about 15%; inconclusive = no clear call, values can overlap the other calls
Target sequence (Q9NXA8 whole entry, looked up): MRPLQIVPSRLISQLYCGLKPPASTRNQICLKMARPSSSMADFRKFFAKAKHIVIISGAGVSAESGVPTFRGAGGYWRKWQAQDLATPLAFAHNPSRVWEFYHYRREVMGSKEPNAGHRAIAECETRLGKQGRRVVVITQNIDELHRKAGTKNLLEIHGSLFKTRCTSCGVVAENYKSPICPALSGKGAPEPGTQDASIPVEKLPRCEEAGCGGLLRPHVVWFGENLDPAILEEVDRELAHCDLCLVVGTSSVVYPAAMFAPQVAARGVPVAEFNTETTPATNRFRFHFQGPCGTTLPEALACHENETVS
LGR2 antag: inhibitors of bursicon-induced Drosophila LGR2 receptor cAMP signaling. 380,000 tested, 0.35% active. HEK293 LGR2, CRE-luciferase, bursicon-stimulated, 4 h. inhibition, % at 9.99 µM. AID 720647;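 active = drop in luminescence signal, shown as inhibition above about 50% in the replicate tests, limit read from the data, passing the limit was not always enough; inconclusive = probably only some replicates passing the limit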;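 note: agonist challenge used bursicon conditioned medium at about half maximal strength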
* hit, by the source's call; ? = inconclusive; . = not tested or not shown; & = joins results of further samples.

Results follow in this order: PAX8 reporter, ARNT-TACC3 inh, CASP6 VEID inh, DENV2 CPE rescue, EWS-Fli inh, SIRT5 block, LGR2 antag
CCN(CC(=O)Nc1ccc(NC(C)=O)cc1)C(=O)CCN1C(=O)c2cccc([N+](=O)[O-])c2C1=O
    0, -5, 0, -1, 1, 3, -8
Cc1ccc(CNC(=O)CN2C(=O)c3ccccc3S2(=O)=O)cc1
    -16, 11, -3, -3, 8, 0, -15
Cc1[nH]c2ccccc2c1/C=C/c1nc2ccccc2c(=O)n1CCO
    25, -3, 1, 3, 0, 1, 35
Cc1cc(C)c2c(-c3ccc(F)cc3)c(C#N)c(=O)n(C)c2n1
    11, -8, -2, -2, 3, 1, -5
O=C(c1ccc(F)cc1)N1CCC(C(=O)N2CCCc3ccccc32)CC1
    6, ., 0, 31*, 11, ., -23
O=C(CNS(=O)(=O)c1ccccc1F)NNC(=O)c1ccc(Br)cc1
    -5, ., 7, -2, -5, -2, -15
O=C1c2ccccc2C(=O)N1CCCn1ccnc1
    -12, 1, -3, -2, 1, -5, -6
COc1ccc(-n2cc(-c3ccc(OC)c(OC)c3)[nH]c2=S)cc1
    -30, 4, 9, 5, -4, 4, -8
O=C(O)c1cccc(S(=O)(=O)N2CCCC(c3nc4c(nnn4Cc4ccc(F)cc4)c(=O)[nH]3)C2)c1 (stereo unspecified)
    14, 14, 1, -4, -3, 0, 12
CCn1c(C)c(C)c2cc(C(=O)NCCCN3CCCCC3C)ccc21 (stereo unspecified)
    7, 7, -70, 7, 3, 1, -7
CCOC(=O)c1sc(NC(=S)NC(=O)c2ccccc2)c(C(=O)OCC)c1C
    5, -4, ., ., ., ., -16
CO[C@H]1CN(C)C(=O)c2ccc(NC(=O)C3CC3)cc2OC[C@H](C)N(Cc2cccnc2)C[C@H]1C
    9, -6, -1, -3, 2, 0, -2
Cc1nc(Nc2ccc(Cl)c(Cl)c2)sc1C(=O)Nc1ccccc1
    -13, -10, -1, -1, -4, -4, -13
COc1ccc(S(=O)(=O)Nc2ccc(-n3cnnn3)cc2)cc1Br
    -1, 5, 0, -2, 8, 0, 11
C[C@H]1CN([C@@H](C)CO)C(=O)c2cccc(NC(=O)Nc3cccc4ccccc34)c2O[C@@H]1CN(C)C(=O)Nc1ccc2c(c1)OCO2
    ., 1, 1, -17, 8, 0, -10
Cc1ccccc1OCCn1c(=S)[nH]c2c(N)ncnc21
    2, 1, -3, -5, 6, -4, 7
COCC(=O)N1CCC2(CC1)CN(C(=O)COC)[C@@H](CO)c1c2c2ccc(OC)cc2n1C
    ., ., ., -12, -2, ., 6
CCCc1nc2ccccc2n1C(CC)C(=O)NC(C)(C)C (stereo unspecified)
    -14, ., -2, -10, -3, 0, 4
OC(c1ccc(F)cc1)c1ncc(-c2ccccc2F)[nH]1 (stereo unspecified)
    -95, ., 39*, 15, -82, -1, -35
COc1ccc2c3c([nH]c2c1)[C@H](CO)N(Cc1nccs1)CC31CCN(C(=O)C2CC2)CC1
    4, ., 1, -1, -2, -4, -31
CCCCNc1nc2ccccc2n1CC(=O)Nc1c(C)cccc1CC
    17, -16, ., ., ., ., -3
C=CCN1C(=O)C(Cc2ccccc2Cl)SC1=Nc1ccc(C(=O)O)cc1 (stereo unspecified)
    -3, -1, 1, -4, 4, 0, -17
O=c1[nH]c(/C(Cl)=C/c2c(F)cccc2Cl)nc2cc(Cl)ccc12
    28, -2, 1, 16, 16, -1, 4
COC(C(=O)N/N=C(\C)CC(=O)Nc1ccc(N(C)C)cc1)c1ccccc1 (stereo unspecified)
    1, 6, 0, 3, 9, -2, -1
COc1ccc(C(=O)OCC[N+]2(C)CCCCC2)cc1
    -16, -4, 2, -8, -17, ., -34
O=C(Nc1n[nH]c(C(F)(F)F)n1)c1cccs1
    -7, -7, 3, -1, -3, -5, 7
C#CCNC(=O)C[C@@H]1C[C@@]2(C(=O)OCC)CCCC=C2N(Cc2ccco2)C1=O
    2, ., 2, 12, 1, -1, 9
Cc1cccc(C)c1NC(=S)N1CCCN(Cc2ccc(F)cc2)C1
    -7, 2, -12, 1, -3, -1, 8
CCCCNC(=O)N(CC)c1c(N)n(Cc2ccccc2)c(=O)[nH]c1=O
    -11, -6, -2, 1, 3, -10, -1
NC(=O)CC(NC(=O)Cc1cccc2ccccc12)c1ccc(NCc2cc(F)ccc2F)c([N+](=O)[O-])c1 (stereo unspecified)
    30, 3, -1, 0, 15, ., -6
C[C@@H]1CN([C@H](C)CO)C(=O)c2cc(C3=CCCC3)cnc2O[C@@H]1CN(C)C(=O)CN(C)C
    ., 5, 0, -2, -6, 1, -3
Cc1cc2nsnc2c(S(=O)(=O)NCC(=O)O)c1C
    ., -6, ., 1, 9, 1, -3
Cc1ccccc1S(=O)(=O)NC(=O)C1(C)CCN1C(=O)C/C=C/c1ccccc1 (stereo unspecified)
    0, ., -2, -6, 0, ., 2
COc1ccc(S(=O)(=O)N2CCN(C(=O)CN3C(=O)NC4(CCCC4)C3=O)CC2)cc1
    -4, ., 3, -2, 3, -2, 0
CC(NS(=O)(=O)c1ccccc1)C(=O)NCCc1ccccn1 (stereo unspecified)
    -4, 0, -1, 1, -10, -2, 1
O=C(Cn1cnnn1)Nc1cccc([N+](=O)[O-])c1
    1, 1, -1, -5, 2, -3, -5
O=S(=O)(c1cccc(Cl)c1)N1[C@@H]2CNC[C@H]1C2c1ccc(-c2cccc(F)c2)cc1 (stereo partly specified)
    1, ., 1&-1, 1&5, 8, 1&6, -9&-4
CNC(=O)c1[nH]cnc1C(=O)Nc1cccc(C)c1
    -27, -6, 1, 0, -28, ., -17
COc1ccc(OCCCN(C)Cc2ccccc2)cc1
    -2, -8, -4, 13, -5, ., -2
CCOC(=O)c1cnc[nH]c1=O
    21, 6, 4, 3, 5, ., 18
O=C(Nc1cc(S(=O)(=O)N2CCCCC2)ccc1O)c1ccccc1NS(=O)(=O)c1ccc(F)cc1
    -4, -2&-3, 2&5, 4&-1, 8&-6, 6&4, 1&-3
CC(=O)Nc1c2c(nn1-c1cccc(Cl)c1)CS(=O)C2 (stereo unspecified)
    -7, 0, -2, 7, -7, -2, 6
CC(=O)C1=C(O)C(=O)N(c2ccc(O)cc2)C1c1ccccc1F (stereo unspecified)
    -9, 9, 2, 16, -1, -3, -6
C[C@@H]1CN([C@@H](C)CO)S(=O)(=O)c2ccc(-c3ccccc3)cc2O[C@H]1CN(C)CC1CC1
    ., 10, 2, -1, -2, 4, -7
N#C/C(=C/c1cn[nH]c1-c1cccc(Br)c1)C(=O)O
    -9, -4, 4, 11, 12, 1, 6
O=C(Nc1ccc(F)cc1F)c1ccc2c(=O)n3c(nc2c1)CCC3
    -88, 11, 2, -4, -5, -4, -41
Cc1nnc(SCC(=O)NC2CC2)n1CC1CCCO1 (stereo unspecified)
    12, -3, -1, 5, -4, ., 10
COc1ccc(S(=O)(=O)N[C@H]2CC[C@H](CCNC(=O)CN3CCOCC3)O[C@@H]2CO)cc1
    -14, -2, 0, -9, -4, 1, 12
CC(C(=O)Nc1ccccc1)N(c1cccc(Cl)c1)S(C)(=O)=O (stereo unspecified)
    10, -2, 0, 1, 0, -4, .
CC(=O)Nc1ccc(/C=C(\C#N)C(=O)NCc2ccccc2)cc1
    15, 0, 6, -1, 8, -3, -2

Next part
Results follow in this order: PAX8 reporter, ARNT-TACC3 inh, CASP6 VEID inh, DENV2 CPE rescue, EWS-Fli inh, SIRT5 block, LGR2 antag
O=C(COC(=O)c1cccc(S(=O)(=O)N2CCc3ccccc32)c1)Nc1ccc(Cl)cn1
    -1, 39, 3, -1, -17, -2, 17
CCc1ccc(OCC(=O)NC(C)(C)C)cc1
    -11, -2, ., ., ., ., -14
O=[N+]([O-])c1ccc(Sc2cccc[n+]2[O-])c2nonc12
    102*, 62*, 62*, -21, 56*, -21, 25
COc1ccc(S(=O)(=O)N2C[C@H](O)COC[C@H]3O[C@@H](CC(=O)N[C@H]4CCN(Cc5ccccc5)C4)CC[C@@H]32)cc1
    -2, 0, -4, ., -2, -5, 9
O=C(C[C@@H]1C[C@@H]2c3cc(NC(=O)c4ccc5c(c4)OCO5)ccc3O[C@@H]2[C@H](CO)O1)NCc1ccc(Oc2ccccc2)cc1
    -9, 1, -1, -5, 19, 1, -8
S=c1[nH]nc(NCCc2ccccc2)s1
    5, ., -1, -1, -5, 0, -7
C/C=C/c1cnc2c(c1)C(=O)N([C@H](C)CO)C[C@@H](C)[C@H](CN(C)Cc1ccccc1F)O2
    -21, -2, -4, 1, -7, -2, 11
Cc1cccc(C)c1NC(=O)c1cc(S(=O)(=O)N2CCOCC2)cn1C
    4, -5, -1, 20, 0, -2, -6
CCCS(=O)(=O)NC(=O)C1(C)CCCN(C(=O)c2c(F)cccc2F)C1 (stereo unspecified)
    -2, ., 1, ?, 3, 0, 3
CN(C)S(=O)(=O)c1cccc(C(=O)Nc2ccc3c(c2)CCC3)c1
    -209, ., -4, 1, -43, 0, -53
COC(=O)C[C@@H]1CC[C@@H]2[C@H](COC[C@H](O)CN2C(=O)Nc2cccc(F)c2)O1
    -81, -5, -1, 7, -35, 2, 12
COc1cccc(COCCN2CCN(S(=O)(=O)c3ccc(C)cc3)CCC2=O)c1
    3, -5, 0, ., -7, -2, -3
Cc1cc(C)nc(NC(N)=S)n1
    0, -8, -4, 2, 2, -1, 2
CC1(C)C2CCC(C2)C1(C)NC(=O)CNCC1CCCCC1 (stereo unspecified)
    -1, 1, 0, 5, 8, 0, -8
O=C(CSc1c2c(nc3ccc(Cl)cc13)CCCC2)NCCCN1CCOCC1
    8, -4, ., ., ., ., -15
COCc1cc(C)nc(SCc2ccc([N+](=O)[O-])cc2)c1C#N
    8, 0, 0, 17, -7, -3, 15
O=C(CSc1nnc(NC(=O)c2c(F)cccc2F)s1)NCc1ccccc1
    -4, -2, 4, 6, -1, -4, 11
CCCCCCCCN1C(=O)[C@H](CC(=O)N2CCCCC2)C[C@@]2(C(=O)OC)CC(C)(C)CC=C12
    2, ., -2, -11, -7, 4, -6
O=C(Nc1ccc(Cl)cc1C(=O)c1ccccn1)c1ccccc1
    -7, ., -2, 11, -5, ., -13
CN(C(=O)COC(=O)c1ccc2c(=O)n3c(nc2c1)CCC3)C1CCS(=O)(=O)C1 (stereo unspecified)
    -15, -3, -1, 3, 1, -2, 11
CC(=O)C1=C(C)OC(N)=C(C#N)C1c1cccc([N+](=O)[O-])c1 (stereo unspecified)
    11, 0, 3, -5, 6, -2, -18
Cc1nc(-c2noc(-c3ccc(Cl)cc3)n2)c(C(F)(F)F)o1
    -8, -4, 1, -6, -9, -2, -7
COc1ccc2cc3c(N)nn(C(=O)c4ccc(Cl)c([N+](=O)[O-])c4)c3nc2c1
    0, -6, 0, 4, -4, -2, .
Cn1ncc([N+](=O)[O-])c1C(=O)Nc1ccc(Cl)cc1
    -1, 5, -3, -1, -5, -3, -3
COC(=O)C(Cc1ccccc1)NC(=O)CC(C)CC(=O)Nc1ccc(C)cc1 (stereo unspecified)
    7, -12, -2, 1, 15, -6, 3
O=C(COc1ccc(Br)cc1)Nc1ccc(CN2CCOCC2)cc1
    0, -5, -4, -1, ., 2, 3
CCS(=O)(=O)N1CCCCN2[C@H](CO)[C@H](c3ccc(-c4ccccc4F)cc3)[C@@H]2C1
    -12, -2, -1, -8, -14, 5, -2
C[C@@H]1CN([C@H](C)CO)C(=O)c2cc(N(C)C)ccc2O[C@@H](C)CCCCO[C@H]1CN(C)Cc1ccc(C(=O)O)cc1
    -18, ., -5, -4, 3, 4, -13
CCN(CC(=O)NCc1ccc(F)cc1)c1ccc(S(C)(=O)=O)cc1[N+](=O)[O-]
    9, 3, -8, ., 0, -4, -3
N=c1ccn2c(n1)O[C@H]1[C@H](O)[C@@H](CO)O[C@H]12
    49, -25, 0&0, 3, 53*, -2&0, 1&18
Cc1ccc(C(=O)NCCCNC(=O)c2ccc(C)nc2)cc1
    -7, -4, 1, 8, -3, 2, 2
CN1C(=O)c2cc(NC(=O)Cc3cccs3)ccc2OC[C@@H]2O[C@@H](CC(=O)NCCCN3CCOCC3)CC[C@H]21
    -19, -1, 0, -1, -8, 1, -2
